Screens: PubChem, several laboratories
LYP inhibition: inhibitors of LYP phosphatase, biochemical, fluorescence intensity, uHTS (AID 1779); recombinant LYP phosphatase, fluorescence intensity; higher % means a stronger effect; Tyrosine-protein phosphatase non-receptor type 22 (Homo sapiens); 0.054% of 290,000 active; inhibition, % at 11.5 µM, or IC50 in µM where a hit was titrated;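 note: plate controls were vehicle with enzyme for no effect and no enzyme for full effect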
P. falciparum M1AAP: P. falciparum M1AAP inhibitors, biochemical, fluorogenic H-Leu-NHMec substrate, 1536-well (AID 1445); Aminopeptidase N (Plasmodium falciparum (isolate 3D7)); recombinant M1AAP, H-Leu-NHMec fluorogenic kinetic assay; higher % means a stronger effect; inhibition, % at 30 µM, or IC50 in µM where a hit was titrated; 0.42% of 220,000 active;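 active = primary inhibition above the hit cutoff, then over 50% inhibition at one or more dose response concentrations, cut at about 23% in these data, passing the limit was not always enough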;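 note: plate controls were DMSO full reaction for no effect and no enzyme background for full effect; strong numbers were not always called active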
AID2073: inhibitors of Mint1-CaV2.2 protein interaction, biochemical, HTRF (AID 2073); HTRF protein-protein interaction, Mint1-CaV2.2; higher % means a stronger effect; Voltage-dependent N-type calcium channel subunit alpha-1B (Homo sapiens); inhibition, % at 20 µM, or IC50 in µM where a hit was titrated; 0.19% of 290,000 active; in the data active = inhibition mostly above about 51%, no sharp cut-off; note: some results filed as inactive read as strong as hits
XIAP antagonists: XIAP antagonists, biochemical, IAP family, fluorescence polarization (AID 1018) | 0.007% of 200,000 active | one-dose displacement, % at 20 µM; IC50 in µM for titrated hits | XIAP BIR domain, fluorescence polarization peptide displacement; higher % means a stronger effect | E3 ubiquitin-protein ligase XIAP (Homo sapiens); in the data active = displacement above about 50%; note: a part of the inactive calls stands beside numbers as strong as those of hits
Dynein cargo inh: inhibitors of GR-EGFP nuclear translocation, primary screen, dynein cargo transport inhibitor project, imaging, high-content, 3617.4 mouse cells | AID 1381, 2008 | 0.47% of 220,000 active | z-score, hits read low | test concentration mostly 20 µM; stimulated with dexamethasone, 1 µM; active compounds read low;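 active = plate z-score of nuclear minus cytoplasmic receptor signal below a set negative limit, without overly bright fluorescence or cell loss, cut at about -3.5 in these data, passing the limit was not always enough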;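 note: z-score of nuclear minus cytoplasmic ring GR-EGFP intensity difference per well; some compounds called inactive have numbers as strong as hits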
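Buffer or medium: Induction medium lacking tetracycline, stripped serum | Also added: Dexamethasone agonist, 1.0 µM final, for 30 min | Timing: 48 h induction, 1 h compound, 30 min dex at 37 °C | Detection: Formaldehyde fixation, Hoechst nuclear stain, 10x automated fluorescence imaging | Measure: Nuclear versus cytoplasmic GR-EGFP signal, averaged per well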
human PMI inhibition: inhibitors of human PMI, primary screen, biochemical, fluorescence intensity, coupled assay (AID 1209); 0.42% of 190,000 active; purified PMI enzyme, coupled fluorescence intensity; higher % means a stronger effect; Mannose-6-phosphate isomerase (Homo sapiens); one-dose inhibition, % at 20 µM; IC50 in µM for titrated hits;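 note: plate controls were DMSO vehicle for no effect and wells lacking substrate for full effect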
P. falciparum M17LAP: P. falciparum M17LAP inhibitors, primary screen, biochemical, fluorogenic H-Leu-NHMec substrate, 1536-well (AID 1619); Leucine aminopeptidase (Plasmodium falciparum (isolate 3D7)); recombinant M17LAP, H-Leu-NHMec fluorogenic kinetic assay; higher % means a stronger effect; one-dose inhibition, % at 30 µM; IC50 in µM for titrated hits; 0.38% of 220,000 active;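 active = compound inhibiting the enzyme by more than half at any dose during confirmatory dose-response retesting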;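 note: plate controls were full reaction with DMSO carrier for no effect and no enzyme background for full effect; strong numbers were not always called active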
SIAH1 antagonists: Siah-1 peptide-binding antagonists, primary screen, biochemical, fluorescence polarization, rhodamine-plectin, uHTS (AID 1817); E3 ubiquitin-protein ligase SIAH1 (Homo sapiens); Siah-1 / rhodamine-plectin peptide fluorescence polarization; higher % means a stronger effect; displacement, % at 20 µM, or IC50 in µM where a hit was titrated; 0.02% of 290,000 active;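 active = displacement of at least 50% at 20 µM, with a fluorescence ratio check between 0.3 and a set limit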;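 note: plate controls were Siah plus tracer with DMSO for no effect and tracer alone without Siah for full effect; strong numbers were not always called active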
PMI inhibition: human PMI inhibitors, high substrate, primary screen, biochemical, fluorescence intensity, high mannose 6-phosphate (AID 1220) | Mannose-6-phosphate isomerase (Homo sapiens) | recombinant PMI enzyme, coupled fluorescence intensity; higher % means a stronger effect | inhibition, % at 20 µM; hits with a dose series show IC50 in µM | 0.66% of 190,000 active
Dynein cargo inh cytoplasmic EGFP: further read-out of Dynein cargo inh, marked with its call; z-score; measured here: cytoplasmic GR-EGFP intensity; active compounds read high
Dynein cargo inh nuclear GR-EGFP: second read-out of Dynein cargo inh, no call of its own (marks repeat the call); z-score; measured here: nuclear GR-EGFP intensity;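 lower value marks the stronger effect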
Dynein cargo inh cell count: second read-out of Dynein cargo inh, no call of its own (marks repeat the call); z-score; measured here: cell count per field
The depositor's hits bear a star; . = no result given. Cut-off read from the data, not from the text of the source, unless noted: active = inhibition above about 50%; inactive = the rest. This is a random part of the collection; 2.1% or so of the library scored in one or more.

SMILES	LYP inhibition	P. falciparum M1AAP	AID2073	XIAP antagonists	Dynein cargo inh	Dynein cargo inh cytoplasmic EGFP	Dynein cargo inh nuclear GR-EGFP	Dynein cargo inh cell count	human PMI inhibition	P. falciparum M17LAP	SIAH1 antagonists	PMI inhibition
CSc1ccc(NC(=O)Nc2ccc(C(=O)NCC(=O)O)cc2)cc1	24.4%	-6.3%	-5.6%	.	0.249	-0.229	0.125	-0.221	.	1.7%	23.3%	.
CS(=O)(=O)N(CC(=O)Nc1cccc(Cl)c1Cl)c1ccccc1	-2.5%	11.9%	-6.3%	-10.9%	-0.812	-0.287	-0.24	-0.0492	8.0%	0.2%	3.2%	8.9%
COc1ccc(-n2c(COc3ccc(Cl)cc3)nnc2SCc2ccc(C#N)cc2)cc1	-0.4%	0.2%	23.3%	-0.3%	-0.0119	-0.282	0.0773	0.0173	7.1%	5.4%	1.9%	-11.5%
Cc1ccc(-c2csc(NC(=O)c3ccc(S(=O)(=O)N4CCc5ccccc54)cc3)n2)cc1	4.8%	4.6%	14.6%	-10.6%	0.77	-0.173	1.55	-0.999	-5.9%	-8.0%	-0.5%	-4.0%
CCN(CC)S(=O)(=O)c1ccc(Cl)c(C(=O)Nc2cc(C)nn2-c2ccccc2C(F)(F)F)c1	-6.8%	1.9%	5.3%	-1.2%	-0.314	-0.261	-0.226	0.485	3.5%	3.3%	-7.7%	-5.7%
Clc1cccc(Cl)c1Cn1cc(Br)cn1	-8.4%	2.5%	7.7%	-3.1%	0.111	-0.125	-0.0135	0.358	5.2%	-5.2%	-0.6%	6.4%
CC(C)NC(=O)COc1ccc(Cl)cc1Cl	-8.7%	0.2%	-0.5%	-2.9%	-1.37	-0.199	-0.606	0.765	-12.0%	-0.1%	0.6%	-9.5%
Cc1ccc(OCCSc2cc(C)nc(N)n2)cc1	-8.6%	4.8%	1.1%	-0.7%	1.68	-0.238	1.47	-0.816	6.4%	11.1%	7.0%	12.1%
COc1ccc(CCNc2nc(-c3cccnc3)cs2)cc1OC	-3.3%	4.4%	-16.6%	-4.0%	0.0696	-0.135	0.369	0.152	11.1%	-10.3%	0.5%	11.0%
O=C(NCCN1CCCCCC1)C1CCC(CNS(=O)(=O)c2cccc3cccnc23)CC1 (stereo unspecified)	-4.5%	13.0%	38.4%	-5.0%	-0.426	-0.316	-0.142	0.737	6.5%	-10.6%	3.1%	3.4%
O=C1c2ccccc2N2C(=O)c3ccccc3C2N1Cc1ccccc1 (stereo unspecified)	-11.7%	0.6%	0.8%	.	-0.0188	-0.236	0.405	0.515	.	-6.1%	9.5%	.
CCCSc1nc(N)c2c3c(sc2n1)CN(C)CC3	-9.7%	5.7%	-8.7%	-2.2%	-0.512	-0.133	-0.0355	0.733	-5.3%	-23.3%	-2.9%	-25.8%
Cc1cc(Br)ccc1OCCCCNC(C)(C)C	-6.2%	-1.4%	-0.6%	-6.9%	0.278	-0.197	-0.0323	-0.684	14.1%	-4.0%	0.8%	7.3%
Clc1ccc(-c2ccn[nH]2)cc1	-8.1%	7.5%	-13.2%	-12.9%	-0.358	-0.287	0.486	-0.425	-3.5%	2.3%	-6.0%	13.7%
COC(=O)Nc1ccc(S(=O)(=O)N2CCN(C)CC2)cc1	-5.3%	9.1%	-8.6%	-7.4%	-1.15	-0.288	-0.295	0.569	10.6%	0.0%	-2.0%	5.9%
CC(C)=CCc1c(O)cc2oc3c(CC=C(C)C)c(O)c(O)c(CC=C(C)C)c3c(=O)c2c1O	-1.2%	9.4%	61.1%	.	-0.952	-0.725	-0.257	-0.274	.	-1.6%	34.0%	.
COc1ccccc1N1CCN(C(=O)CSc2nnc(-c3ccoc3C)o2)CC1	-12.6%	10.9%	-2.2%	-0.7%	-0.41	-0.178	0.0117	0.884	2.6%	-4.1%	5.1%	1.4%
O=C(c1cnn(-c2nc3ccccc3s2)c1)c1ccccc1O	-6.8%	-2.0%	4.1%	-4.4%	2.56	0.0702	1.76	-2.61	2.6%	-6.4%	1.5%	-1.9%
Cc1cccc(NC(=O)c2ccc(OC3CSC3)cc2)c1	-5.0%	1.6%	6.6%	-8.0%	-0.304	-0.0171	-0.226	0.298	4.5%	-0.1%	5.1%	0.2%
O=C(COc1ccc2ccccc2c1)Nc1ccc(S(=O)(=O)N2CCCCCC2)cc1	2.8%	0.6%	1.9%	-1.8%	-0.388	-0.257	-0.321	0.345	-9.7%	-9.6%	5.1%	-5.4%
COc1ccccc1-n1c(=O)[nH]c2c(C(N)=O)nc(CC(C)C)nc21	-3.0%	13.1%	-2.2%	-12.0%	0.346	-0.158	0.438	0.328	6.3%	0.2%	-4.8%	13.6%
COc1cc2c(cc1NC(=O)c1ccco1)CCCC2	2.9%	-2.3%	5.8%	-1.6%	0.838	-0.308	0.837	-0.365	3.1%	-6.1%	-4.2%	3.7%
O=C1c2ccccc2OCOc2ccccc21	-6.9%	1.9%	-0.6%	0.1%	-0.735	-0.266	-0.627	-0.986	0.7%	-3.9%	1.4%	-0.1%
CCCCOc1ccc(CSc2nc(C)[nH]c2[N+](=O)[O-])cc1[N+](=O)[O-]	-10.0%	1.8%	-5.0%	.	-0.267	-0.162	0.3	0.156	.	4.0%	-0.3%	.
O=C(Oc1c(CN2CCOCC2)cc(Cl)c2cccnc12)c1cccs1	-7.1%	72.3µM*	-9.9%	-8.3%	-1.2	1.15	0.0228	0.505	18.1%	11.6%	-0.6%	56.4%*
Cc1cc(C)n(-c2nc(NCCCN(C)C)c3c4c(sc3n2)COC(C)(C)C4)n1	-10.4%	-0.9%	4.6%	.	0.563	-0.267	0.162	0.452	.	-1.8%	-1.2%	.
O=S(=O)(c1ccc(C2=CSC3=NCCN23)cc1)N1CCOCC1	-6.3%	6.2%	-33.9%	-1.2%	-0.275	-0.174	0.0365	0.327	13.4%	-2.4%	-2.4%	5.6%
COCCN(C(=O)c1ccc2ccccc2c1)c1c(N)n(Cc2ccccc2)c(=O)[nH]c1=O	-5.4%	11.3%	-3.1%	-9.5%	0.15	-0.101	0.208	-0.543	-3.8%	2.5%	-4.6%	-2.8%
CCOC(=O)c1ccc(Cl)c(NC(=O)c2cccnc2)c1	-9.4%	-0.6%	2.0%	-9.4%	0.152	-0.254	0.117	0.903	1.8%	-7.9%	-0.9%	5.1%
O=C(NC1CCS(=O)(=O)C1)c1ccccc1C(=O)c1ccccc1 (stereo unspecified)	-12.8%	2.0%	-1.7%	-0.5%	-0.108	-0.142	0.19	-0.141	-4.0%	-9.8%	-2.3%	2.0%
NC(=O)COC(=O)c1cccc(S(=O)(=O)N2CCN(c3ccc(F)cc3)CC2)c1	-9.7%	1.8%	5.9%	-3.4%	0.214	-0.13	0.119	-0.641	11.8%	-7.8%	0.8%	16.1%
Cc1ccccc1S(=O)(=O)NCc1cccnc1	-1.8%	3.8%	7.9%	-5.2%	-0.439	-0.313	-0.299	0.255	-7.4%	6.7%	-2.7%	-3.6%
CC1Cc2ccccc2N1CC(=O)NC(=O)NCc1ccco1 (stereo unspecified)	-0.3%	11.0%	26.1%	-2.6%	-1.23	-0.0588	-0.28	0.522	-40.0%	-0.3%	3.2%	-88.1%
CC(=O)c1ccc(Oc2cc(-c3ccccc3)nc(-c3ccccc3)n2)cc1	0.7%	5.2%	1.9%	-2.1%	1.53	-0.226	0.826	-0.334	15.8%	1.7%	-1.9%	11.7%
N#C/C(=C\C=C\c1ccccc1)C(=O)NCc1ccco1	5.5%	7.6%	-8.6%	-2.8%	-1.86	-0.201	-0.815	0.555	4.3%	4.1%	5.3%	3.0%
Cc1ccc(C(=O)c2cc([N+](=O)[O-])ccc2N2CCN(C)CC2)cc1	-9.6%	7.7%	-5.2%	-3.2%	-0.559	-0.132	0.165	0.589	7.6%	11.6%	-0.3%	3.1%
O=C(c1ccc(F)cc1)C1CCN(C(=S)Nc2ccccc2Cl)CC1	-5.5%	9.0%	-9.3%	-3.1%	-0.551	-0.242	-0.211	0.654	5.2%	3.3%	5.2%	6.2%
COCCN1C(=O)C(O)=C(C(C)=O)C1c1ccc(OC)c(OC)c1 (stereo unspecified)	0.0%	8.8%	-5.9%	-1.8%	-1.45	-0.244	-0.474	1.31	-11.6%	16.1%	1.5%	-0.4%
CON(c1nc(N(C)C)nc(N(C)C)n1)S(=O)(=O)c1ccccc1Cl	0.3%	8.0%	-0.8%	-1.7%	-0.0696	-0.24	0.0858	1.62	8.6%	10.5%	-2.6%	10.3%

Entries above containing a furan ring, fused or not (4):
SMILES	LYP inhibition	P. falciparum M1AAP	AID2073	XIAP antagonists	Dynein cargo inh	Dynein cargo inh cytoplasmic EGFP	Dynein cargo inh nuclear GR-EGFP	Dynein cargo inh cell count	human PMI inhibition	P. falciparum M17LAP	SIAH1 antagonists	PMI inhibition
COc1ccccc1N1CCN(C(=O)CSc2nnc(-c3ccoc3C)o2)CC1	-12.6%	10.9%	-2.2%	-0.7%	-0.41	-0.178	0.0117	0.884	2.6%	-4.1%	5.1%	1.4%
COc1cc2c(cc1NC(=O)c1ccco1)CCCC2	2.9%	-2.3%	5.8%	-1.6%	0.838	-0.308	0.837	-0.365	3.1%	-6.1%	-4.2%	3.7%
CC1Cc2ccccc2N1CC(=O)NC(=O)NCc1ccco1 (stereo unspecified)	-0.3%	11.0%	26.1%	-2.6%	-1.23	-0.0588	-0.28	0.522	-40.0%	-0.3%	3.2%	-88.1%
N#C/C(=C\C=C\c1ccccc1)C(=O)NCc1ccco1	5.5%	7.6%	-8.6%	-2.8%	-1.86	-0.201	-0.815	0.555	4.3%	4.1%	5.3%	3.0%
